# SNCA viab count: GF-AFC viability counterscreen for inhibitors of alpha-synuclein gene (SNCA) expression; HEK-293-SNCA-luc viability, GF-AFC fluorescence, 24 h; Potency, µM (titrated, usually from 57.1 µM), without a hit: at the highest dose activity change, negative = cytotoxicity, hits mostly cytotoxic; actives 0.12% (n = 150,000);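 note: potency is the fitted concentration of half-maximal effect; 0% = DMSO-treated cells and -100% = medium-only wells without cells; nearly all actives have a fitted effect of over 30% in size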
#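 Cytotoxicity counterscreen: after 24 h compound treatment of genome-edited SNCA-luciferase HEK-293 cells, live-cell protease substrate GF-AFC read by fluorescence after 30 min; activity scaled between DMSO (0%) and medium-only (-100%), curves Hill-fitted.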
# IP6K1 inh: Primary qHTS assay for small molecule inhibitors of Inositol hexaphosphate kinase 1 (IP6K1); IP6K1 kinase, ADP-Glo luminescence, 2 h; active compounds read low; activity change, % (series mostly up to about 58 µM); actives 0.81% (n = 140,000); Inositol hexakisphosphate kinase 1 (Homo sapiens), Q92551; AID 1645851, 2021; in the data active = activity change below about -25%
#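 ADP-Glo luminescence measures ADP made by human IP6K1 during a 2 h RT reaction with ATP/IP6 (mix at 1.3 mM/130 uM); top library doses 57.5 and 19.1 uM final.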
# 3T3 cytotox: Cytotoxic Profiling in NIH 3T3 Cell Line of Diverse Libraries Using Quantitative High-Throughput Screening; NIH 3T3 viability, CellTiter-Glo ATP luminescence, 48-72 h; Potency, µM (top dose mostly 96.7 µM), without a hit: at the top dose activity change, negative = cytotoxicity, actives largely listed as inhibitors; actives 4.3% (n = 94,000); AID 1345082, 2018; note: potency is the fitted concentration of half-maximal effect; nearly all actives have a fitted effect of over 55% in size
#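 Viability of NIH 3T3 cells after 48 or 72 hr compound treatment at 37 °C was assessed by CellTiter-Glo, with luminescence imaged following a 10 min room-temperature step.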
# GPT2 inh: Primary qHTS assay for inhibitors of Glutamate pyruvate transaminase 2 (GPT2); Recombinant GPT2, coupled pyruvate oxidase/HRP Amplex Red fluorescence; actives 0.25% (n = 100,000); Potency, µM (top dose mostly 57.7 µM), for inactives: at the highest dose activity change, negative = inhibition, usual class: inhibitors; note: potency is the fitted concentration of half-maximal effect; nearly all actives have a fitted effect of over 60% in size; many of its hits are not listed in these tables
# Target sequence (Q8TD30 whole entry, looked up): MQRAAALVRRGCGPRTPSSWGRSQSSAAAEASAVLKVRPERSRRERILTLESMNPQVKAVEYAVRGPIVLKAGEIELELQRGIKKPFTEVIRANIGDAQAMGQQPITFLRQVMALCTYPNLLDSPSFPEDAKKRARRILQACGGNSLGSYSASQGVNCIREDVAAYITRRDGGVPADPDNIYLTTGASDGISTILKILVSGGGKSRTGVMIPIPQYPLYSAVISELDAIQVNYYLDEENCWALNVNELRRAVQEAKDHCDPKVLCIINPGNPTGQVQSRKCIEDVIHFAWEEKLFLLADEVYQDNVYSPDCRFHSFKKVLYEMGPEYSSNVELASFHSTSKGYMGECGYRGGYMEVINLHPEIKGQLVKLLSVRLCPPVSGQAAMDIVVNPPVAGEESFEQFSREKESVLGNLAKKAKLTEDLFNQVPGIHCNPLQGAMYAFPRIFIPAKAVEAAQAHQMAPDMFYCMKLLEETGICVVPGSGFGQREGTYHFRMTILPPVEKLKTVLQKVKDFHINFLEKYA
#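 Inhibition is scored from Amplex Red fluorescence generated when pyruvate oxidase and HRP act on pyruvate released by GPT2. Reactions contain 10ng/uL enzyme, 250uM a-KG and 2mM L-alanine and run 30 min at room temperature.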
# SNCA expr inhib: Primary qHTS assay for inhibitors of alpha-synuclein gene (SNCA) expression. HEK-293 SNCA-luciferase knock-in, luminescence, 24 h. Potency, µM (top dose mostly 57.2 µM), without a hit: at the top dose activity change, negative = inhibition, hits mostly inhibitors. actives 0.17% (n = 140,000). AID 1671194, 2021;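 note: potency is the fitted concentration of half-maximal effect; plate controls were DMSO cells for no effect and cell-free wells for full effect; nearly all actives have a fitted effect of over 45% in size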
# HEK293 tox: Cytotoxic Profiling in HEK 293 Cell Line of Diverse Libraries Using Quantitative High-Throughput Screening. Potency, µM (doses to about 115 µM), inactives show top-dose activity change, negative = cytotoxicity, usual class: inhibitors. HEK 293 viability, ATP luminescence (CellTiter-Glo), 48-72 h. actives 6.6% (n = 94,000); note: potency is the fitted concentration of half-maximal effect; nearly all actives have a fitted effect of over 60% in size
#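 Read-out: CellTiter-Glo ATP luminescence. Cells: HEK 293, 250 cells/well. Exposure: 48 or 72 hr, 37 degree Celsius.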
# FLuc inh: Firefly luciferase inhibition profiling of diverse chemical library using quantitative high-throughput screening. Luciferin 4-monooxygenase (Photinus pyralis), P08659. purified P. pyralis luciferase, luminescence, biochemical. Potency, µM (doses to about 115 µM), for inactives: top-dose activity change, negative = inhibition, actives largely listed as inhibitors. actives 2.5% (n = 76,000). AID 1347043, 2019; note: potency is the fitted concentration of half-maximal effect; nearly all actives have a fitted effect of over 65% in size
# Target sequence (P08659 whole entry, looked up): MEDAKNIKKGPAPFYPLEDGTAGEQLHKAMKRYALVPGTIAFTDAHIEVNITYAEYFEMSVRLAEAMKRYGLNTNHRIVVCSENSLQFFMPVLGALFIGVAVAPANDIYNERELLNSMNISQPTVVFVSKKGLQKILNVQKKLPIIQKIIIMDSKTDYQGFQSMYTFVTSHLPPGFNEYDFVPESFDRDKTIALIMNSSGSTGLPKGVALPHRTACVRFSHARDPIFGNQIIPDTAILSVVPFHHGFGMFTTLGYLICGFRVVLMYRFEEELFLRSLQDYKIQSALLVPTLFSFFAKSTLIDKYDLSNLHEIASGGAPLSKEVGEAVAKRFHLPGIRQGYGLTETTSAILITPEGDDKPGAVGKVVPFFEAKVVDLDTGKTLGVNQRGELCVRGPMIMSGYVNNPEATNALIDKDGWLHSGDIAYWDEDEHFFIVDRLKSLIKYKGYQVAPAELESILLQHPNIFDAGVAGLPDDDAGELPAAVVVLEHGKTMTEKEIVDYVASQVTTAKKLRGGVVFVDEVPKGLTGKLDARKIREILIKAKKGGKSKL
#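 FLuc 10nM, D-luciferin 10uM, ATP 10uM, Mg acetate 10mM, Tris acetate pH 7.5, Tween/BSA; cpd qHTS; enzyme added last; CCD luminescence.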
# Numbers without * were called inactive; i = inactive; ? = inconclusive; / = not tested or not shown; [ ] = dose if it differs, or a comment. Unless noted, calls come from the whole dose curve; as a rule, active = well fitted curve in the direction sought with a large enough effect; inconclusive = small, poorly fitted or top-dose-only effect, or another doubt; inactive = no such curve, though single readings can be large; an effect the other way counts as inactive or inconclusive. Unless noted, % is set by controls: 0 for no effect and ±100 for the full control effect.
# Order of results – GPT2 inh, SNCA viab count, IP6K1 inh, FLuc inh, SNCA expr inhib, HEK293 tox, 3T3 cytotox
- CC1(C)CC[C@]2(C(=O)O)CC[C@]3(C)C(=CCC4[C@@]5(C)C[C@@H](O)[C@H](O)[C@@](C)(CO)C5CC[C@]43C)[C@@H]2[C@@H]1O (some centres not stated)
 : 3%[27.3 µM], -12%[23.9 µM], 23, /, /, /, /
- Cc1cc(=O)n2nc(N3CCC(C(=O)NCc4ccc(F)cc4)CC3)sc2n1
 : /, 4%, 2, /, 14%, /, /
- O=C(O)CO.[NH2-].[NH2-].[Pt+2]
 : -4%, 5%, /, /, 1%, /, /
- CCOc1ccc(C(=O)Nc2ccc3nc(SCc4ccccc4)sc3c2)cc1
 : /, -2%, -6, /, 31%, /, /
- O=C(c1ccccc1)N1CCN(c2cc(-c3ccc(F)cc3)[nH]n2)CC1
 : -11%, -15%, 11, -3%, -12%, ?, ?
- CN1CCCCCC(O)c2cc(C(=O)N3CCc4ccccc43)ccc21 (configuration not stated)
 : ?, 3%, -5, ?, 17%, ?, 35µM*
- COC(=O)NC1CCN(c2ccc3nnc(C4CC4)n3n2)CC1
 : /, /, 22, /, /, -23%[172 µM], -20%[138 µM]
- Cn1cc(CN2CCOC[C@H]2c2nc(C(C)(C)C)co2)c2ccccc21
 : 0%[88.5 µM], 3%[87.6 µM], 4, 1%[172 µM], -4%[87.6 µM], 89µM*, ?
- COC(=O)c1c(NC(=O)COc2ccc(C)cc2Br)sc2c1CCCC2
 : /, 11%, 30, /, 11%, /, /
- O=C(C1CCN(S(=O)(=O)c2cccc3nonc23)CC1)N1CCN(c2ccccc2)CC1
 : /, 13%, 3, /, 16%, /, /
- Cn1cccc1C(=O)N1CCC(N2C(=O)C3(CCCC3)C2c2ccccc2)CC1 (configuration not stated)
 : -8%, 5%[12.5 µM], -10, 8%, ?, 45µM*, -30%
- OCC1(CN2CCCC2)CCN(Cc2ccc(Cl)cc2F)CC1
 : -1%, 10%, 0, 5%, -17%, ?, ?
- O=C(NC1(C(F)(F)F)C(=O)Nc2c1c(=O)[nH]c(=O)n2CCc1ccccc1)c1ccc(Cl)cc1Cl (configuration not stated)
 : /, 7%, 0, /, 1%, /, /
- CC(=O)O[C@@H]1CC(C)=C2[C@H]1[C@H](C)CC[C@H]2/C=C(\C)C(=O)O
 : i, 4%, 10, /, /, /, /
- Cc1ccc(-c2nc(CS(=O)CC(=O)N3CCN(c4ccc(F)cc4)CC3)c(C)o2)cc1 (configuration not stated)
 : /, -5%, 24, /, -29%, /, /
- CC1(C(=O)N2CC=C(c3ccccc3)CC2)CCCCC(=O)N1 (configuration not stated)
 : ?, 6%, 35, 0%, 40%[activator], -20%, -18%
- CCOc1cccc2sc(N(Cc3cccnc3)C(=O)c3ccc(C#N)cc3)nc12
 : /, -6%, 34, /, ?, /, /
- CCN1C(=O)Cc2ccccc2C1C(=O)N(C)Cc1ccco1 (configuration not stated)
 : i, 1%, -6, -2%, 6%, -6%, i
- O=C1NCc2ccccc2CC12CCN(Cc1ccc(F)c(Cl)c1)C2 (configuration not stated)
 : 4%, -19%, 1, /, 4%, ?, ?
- CN1c2cc(C(=O)NC3CCCCCCC3)ccc2C(=O)N2CCCC21 (configuration not stated)
 : 4%, -17%[12.5 µM], 19, ?, 23%, -29%, -15%
- O=C1CCNCCCOCCN1
 : i, 3%, -11, 2%, 20%, i, 4%
- O=C(CCc1nc2ccccc2s1)N1CCC(c2noc(-c3ccccc3)n2)C1 (configuration not stated)
 : i, ?, 4, -15%, ?, ?, ?
- COc1ccc(Cn2ccc3nc(C)c(C(=O)Nc4ccc(F)cc4)cc3c2=O)cc1
 : /, -2%, -12, /, ?, /, /
- O=C(Cc1cccc(F)c1)N1CCC2(CC1)CN(c1ncccn1)CC2CO (configuration not stated)
 : i, 6%, 23, 5%, -17%, ?, -18%
- COC(=O)[C@H](Cc1ccc(OC)cc1)NC(=O)[C@@H]1CN(C(=O)NC(C)C)CCN1C(=O)C1CCCCC1
 : -4%, -26%, -6, -6%, 0%, i, i
- CC(C)CCN1CCc2ncc(C(=O)NCCOc3ccccc3)n2CC1
 : -9%[88.5 µM], ?, 7, -13%[172 µM], ?, 28µM*, ?
- O=C1NCCCCCCN(C(=O)CC(F)(F)F)[C@H]2C[C@H](c3nc(-c4cccnc4)no3)C[C@@H]12
 : -6%, 0%, 1, -2%, 1%, 1%, -10%
- CCOc1ccc(-n2c(SCC(=O)c3ccccc3)nc3c([nH]c4ccccc43)c2=O)cc1
 : /, 9%, 18, /, 0%, /, /
- COc1ccc(OCC2(C)COc3ccc(C(=O)Nc4ccn(C)n4)cc3N2)cc1 (configuration not stated)
 : -15%[88.5 µM], ?, -4, ?, ?, ?, ?
- CN(C(=O)c1ccsc1)C1CCc2nn(C)c(=O)n2CC1 (configuration not stated)
 : i, -18%, -1, -3%, 24%, i, i

# In another format: eight of the compounds above.
Compound,GPT2 inh,SNCA viab count,IP6K1 inh,FLuc inh,SNCA expr inhib,HEK293 tox,3T3 cytotox
COc1ccc(Cn2ccc3nc(C)c(C(=O)Nc4ccc(F)cc4)cc3c2=O)cc1,/,-2%,-12,/,?,/,/
O=C(Cc1cccc(F)c1)N1CCC2(CC1)CN(c1ncccn1)CC2CO (configuration not stated),i,6%,23,5%,-17%,?,-18%
COC(=O)[C@H](Cc1ccc(OC)cc1)NC(=O)[C@@H]1CN(C(=O)NC(C)C)CCN1C(=O)C1CCCCC1,-4%,-26%,-6,-6%,0%,i,i
CC(C)CCN1CCc2ncc(C(=O)NCCOc3ccccc3)n2CC1,-9%[88.5 µM],?,7,-13%[172 µM],?,28µM*,?
O=C1NCCCCCCN(C(=O)CC(F)(F)F)[C@H]2C[C@H](c3nc(-c4cccnc4)no3)C[C@@H]12,-6%,0%,1,-2%,1%,1%,-10%
CCOc1ccc(-n2c(SCC(=O)c3ccccc3)nc3c([nH]c4ccccc43)c2=O)cc1,/,9%,18,/,0%,/,/
COc1ccc(OCC2(C)COc3ccc(C(=O)Nc4ccn(C)n4)cc3N2)cc1 (configuration not stated),-15%[88.5 µM],?,-4,?,?,?,?
CN(C(=O)c1ccsc1)C1CCc2nn(C)c(=O)n2CC1 (configuration not stated),i,-18%,-1,-3%,24%,i,i

# Next section:
# Order of results – GPT2 inh, SNCA viab count, IP6K1 inh, FLuc inh, SNCA expr inhib, HEK293 tox, 3T3 cytotox
- COC(=O)C1CCN([C@H]2[C@@H]3OC[C@@H](O3)[C@@H](NC(=O)Nc3ccc(F)cc3)[C@@H]2O)CC1
 : i, 2%[87.6 µM], -5, 14%[172 µM], 5%[87.6 µM], i, -5%[174 µM]
- COc1ccc2c(c1)sc1ncc(C(=O)NCc3cccc(Cl)c3)c(=O)n12
 : /, 0%, 6, /, -7%, /, /
- Cc1noc(-c2ccc(OC3CN(C(=O)Nc4ccccc4)C3)cc2)n1
 : i, -3%, -14, ?, 37%[activator], ?, -47%
- CN1CCC([C@@H]2CN(C(=O)c3ccc4cc[nH]c4c3)C[C@H]2C(N)=O)CC1
 : i, -2%[12.5 µM], -7, 8%, 39%[activator], i, 1%
- CC(C)(C)NC(=O)N1CCC2(CC1)C(=O)N(CC(=O)NCC1CCCO1)CN2c1ccccc1 (configuration not stated)
 : i, -3%, 4, 3%, 13%, i, -15%
- COc1ccc2nc(NC(=O)c3nc(S(=O)(=O)Cc4ccccc4F)ncc3Cl)sc2c1
 : /, ?, -10, /, ?, /, /
- COc1ccccc1CC(=O)N1CCC(Cc2nc(-c3ccccc3)no2)CC1
 : i, -15%, 3, 10%, -21%, ?, ?
- C=CC(=O)Nc1cc2c(Nc3ccc(F)c(Cl)c3)ncnc2cc1C#CC(C)(C)N1CCN(C)CC1
 : 3%, -20%, /, /, 3%, /, /
- CS(=O)(=O)N[C@H]1C[C@H]2C(=O)Nc3cc(Cl)ccc3C(=O)N2C1
 : 2%[88.5 µM], 3%[87.6 µM], -5, -1%[172 µM], -1%[87.6 µM], i, -7%[174 µM]
- COc1ccc(NC(=O)c2ccc3c(c2)nnn3C2CCCC2)cc1Cl
 : /, -2%, 15, /, 44%[activator], /, /
- Cc1ccccc1C(=O)N1CCCC(C(=O)N2CCC(N3CCOCC3=O)CC2)C1 (configuration not stated)
 : i, 1%, -4, /, 3%, 2%, -2%
- CCC(Cn1nnc2ccccc2c1=O)NC(=O)Nc1cc(Cl)ccc1OC (configuration not stated)
 : /, 9%, 15, /, 17%, /, /
- CCOc1ccc(NS(=O)(=O)c2ccc3[nH]c4c(c3c2)CCCC4)cc1
 : /, -8%, 1, /, -4%, /, /
- CS(=O)(=O)c1oc(-c2ccc(F)cc2)nc1S(=O)(=O)c1ccc(Cl)cc1
 : /, -6%, -10, /, 9%, /, /
- COc1ccccc1Nc1ccnc(N2CCC(C(=O)NC3CC3)CC2)n1
 : 5%, -4%, 20, /, 10%, -20%, ?
- O=C(Nc1cccc(F)c1)N1CCC(O)(c2csc(CN3CCOCC3)n2)CC1
 : 0%[88.5 µM], 3%[87.6 µM], 5, ?, 48%[activator][87.6 µM], 0%[172 µM], -23%[174 µM]
- COC(=O)c1sccc1S(=O)(=O)N1CCN2C(=O)CN(C)C(=O)C2C1 (configuration not stated)
 : i, 4%, -11, 11%, -2%, i, 3%
- Cc1nc(-c2cccc(Cl)c2)n(CC(=O)Nc2ccccc2F)c(=O)c1CCO
 : i, -15%, 0, 0%, 0%, 45µM*, ?
- NC1CCC(n2cc(C(=O)N3CCC(Nc4ccccn4)CC3)nn2)CC1 (configuration not stated)
 : -3%, 8%, 0, -1%, 1%, -30%, -10%
- Cc1ccc(C)c(N2CCN(C(=O)CCn3ccn4nc5c(c4c3=O)CCCC5)CC2)c1
 : i, 15%, 39, 6%, ?, -26%, -4%
- CCC1=C(C(=O)OC)C(c2ccccc2)N2C(CC(=O)N3CCCC3)=CSC2=N1 (configuration not stated)
 : i, -25%, 11, -5%, -10%, ?, -23%
- COc1ccc2c(c1)c1c(c(=O)n(-c3ccc(C)cc3)c(=O)n1CC(=O)c1ccc(Cl)cc1)n2C
 : /, 0%, -3, /, 1%, /, /
- Cc1cccc(Nc2ncnc3onc(-c4ccc(Cl)cc4)c23)c1C
 : /, -4%, 10, /, -1%, /, /
- CN1C(=O)CCCCC1C(=O)NCc1cccc(F)c1 (configuration not stated)
 : 1%, 1%, 29, 0%, -7%, -1%, i
- Cc1c(Cl)cccc1-n1nc(C)c2c(C)cc(=O)n(CC(=O)NCc3ccccc3)c21
 : /, 19%, -8, /, 43%[activator], /, /

# Source: PubChem
